Screening data as filed in PubChem BioAssay.
Tau fluor counter – counter-screen for tau fibril formation inhibitors; tau K18 P301L Alexa594 fluorescence, heparin fibrillization; Potency, µM (top dose mostly 57.7 µM), for inactives: top-dose activity change, negative = decrease; 0.93% of 280,000 active; AID 1463; further: nearly all actives have a fitted effect of over 55% in size
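Human K18 P301L tau (15 uM unlabeled plus 0.24 uM Alexa 594-labeled, final) in 100 mM sodium acetate pH 7 was mixed with compound and 20 uM heparin and incubated 6 hr at 37 C.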
Tau fibril FP – blocks human tau fibril formation measured by polarization | P10636 | K18 P301L tau heparin fibrillization, Alexa594 FP, 6 h | Potency, µM (titrated, usually from 57.7 µM), inactives show top-dose activity, negative = inhibition, hits mostly inhibitors | 0.39% of 280,000 active | AID 1468; further: nearly all actives have a fitted effect of over 55% in size
Target sequence (P10636 561-689 P618L limits assumed): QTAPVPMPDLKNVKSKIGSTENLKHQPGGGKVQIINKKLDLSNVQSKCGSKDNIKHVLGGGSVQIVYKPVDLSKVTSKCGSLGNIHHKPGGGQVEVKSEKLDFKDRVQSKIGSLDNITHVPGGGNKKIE
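K18 P301L tau (15 uM unlabeled/0.24 uM Alexa 594-labeled, final) + compound + heparin 20 uM final; 100 mM NaOAc pH 7; 6 hr 37 C; ThT 30 uM final added, 1 hr RT; FP ex 555/em 632 nm.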
L3MBTL1 block – L3MBTL1 (human) inhibition; Q9Y468; AID 485360; Potency, µM (doses to about 57.1 µM), without a hit: at the highest dose activity, negative = inhibition, usual class: inhibitors; AlphaScreen L3MBTL1–H3K9me1 peptide binding; 0.66% of 230,000 active; further: nearly all actives have a fitted effect of over 60% in size
Target sequence (Q9Y468 whole entry, looked up): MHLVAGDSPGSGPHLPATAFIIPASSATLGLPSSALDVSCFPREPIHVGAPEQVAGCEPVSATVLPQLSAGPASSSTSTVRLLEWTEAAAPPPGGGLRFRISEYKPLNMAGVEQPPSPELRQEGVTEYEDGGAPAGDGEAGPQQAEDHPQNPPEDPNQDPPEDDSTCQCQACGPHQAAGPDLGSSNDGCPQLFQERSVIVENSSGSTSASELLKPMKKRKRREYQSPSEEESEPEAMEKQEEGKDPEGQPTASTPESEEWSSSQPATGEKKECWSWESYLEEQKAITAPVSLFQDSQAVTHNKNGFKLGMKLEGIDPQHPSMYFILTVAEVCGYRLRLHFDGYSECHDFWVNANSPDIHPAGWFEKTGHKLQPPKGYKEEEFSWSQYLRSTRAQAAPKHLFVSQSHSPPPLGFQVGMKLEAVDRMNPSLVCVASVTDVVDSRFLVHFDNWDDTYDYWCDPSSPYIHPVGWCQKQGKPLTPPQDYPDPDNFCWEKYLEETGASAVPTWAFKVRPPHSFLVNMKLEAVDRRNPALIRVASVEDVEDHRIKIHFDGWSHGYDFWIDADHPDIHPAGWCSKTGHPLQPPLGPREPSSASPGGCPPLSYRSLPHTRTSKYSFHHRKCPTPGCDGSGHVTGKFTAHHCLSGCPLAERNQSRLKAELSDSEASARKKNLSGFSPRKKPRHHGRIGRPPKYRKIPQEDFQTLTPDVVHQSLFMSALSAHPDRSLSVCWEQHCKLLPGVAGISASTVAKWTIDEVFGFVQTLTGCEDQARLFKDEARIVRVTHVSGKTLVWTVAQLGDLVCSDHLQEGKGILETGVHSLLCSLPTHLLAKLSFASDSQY
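Displacement of a biotinylated histone H3(1-15) peptide monomethylated at Lys9 (75 nM) from L3MBTL1 (50 nM) was measured by AlphaScreen after a 30 min room-temperature compound incubation; cefsulodin titration served as intraplate control.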
ALDH1A1 inh – blocks purified human ALDH1A1 activity | P00352 | Purified ALDH1A1, NADH fluorescence, propionaldehyde substrate | Potency, µM (highest dose often 75.3 µM), for inactives: at the top dose activity, negative = inhibition, hits mostly inhibitors | 7.3% of 220,000 active; active means well fitted inhibition curve with a large enough effect, not every such curve was filed as active; inconclusive means small, poorly fitted or top-dose-only effect, or another doubt; inactive means no such curve, though single readings can be large or run the other way;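 further: plate controls were no enzyme wells and a reference inhibitor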
GLA spleen mod – alpha-galactosidase A (human) modulation; P06280; human spleen homogenate, 4MU-alpha-Gal fluorescence, 40 min; Potency, µM (highest dose often 80 µM), for inactives: top-dose activity change, negative = inhibition, most hits filed as inhibitors; 0.008% of 240,000 active; AID 2107;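 further: 0% = enzyme with vehicle and -100% = no enzyme basal signal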
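Inhibition or activation of alpha-galactosidase in human spleen homogenate is scored by 4-MU fluorescence after 40 min at 37C, pH 5.0, with 1 mM substrate. AC50s come from concentration-response fitted to the Hill equation.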
TRb SRC2 PPI – TRbeta-SRC2 interaction inhibition; P10828; TRbeta-SRC2 peptide binding, fluorescence polarization; receptor liganded with 1 µM T3; Potency, µM (titrated, usually from 106 µM), for the others: top-dose activity change, negative = inhibition, usual class: inhibitors; 0.065% of 280,000 active; AID 1469;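 further: plate controls were bound peptide for no effect and peptide without receptor for full effect; nearly all actives have a fitted effect of over 50% in size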
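Fluorescence polarization of 20 nM Texas Red SRC2 peptide (20-aa NR interaction domain) bound to 0.6 uM human TRb ligand-binding domain, with 1 uM T3, after 5 hr at ambient temperature; inhibition seen as decreased polarization.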
TexasRed fluor – Texas Red fluorescence interference in TRb-SRC2 counter-screen | Potency, µM (titrated, usually from 106 µM), without a hit: top-dose fluorescence change, negative = quenching | 0.29% of 280,000 active | TRb/SRC2 Texas Red total fluorescence interference; active means well fitted curve in either direction with a large enough effect; inconclusive means small, poorly fitted or top-dose-only effect
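Human TRb ligand-binding domain at 0.6 uM with 20 nM Texas Red SRC2 peptide in Tris buffer containing 1 uM T3 and 5% DMSO, incubated with compound 5 h at ambient temperature. Total fluorescence (555/632 nm) calculated as parallel + 2 × perpendicular.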
Tau ThT inhib – tau fibrillization inhibition (ThT binding) | Potency, µM (series often up to 57.4 µM), without a hit: at the highest dose activity, negative = inhibition, actives largely listed as inhibitors | recombinant tau K18 P301L (four-repeat tau fragment), heparin-induced fibrillization, ThT fluorescence | 2.1% of 270,000 active | AID 1460 | P10636; further: nearly all actives have a fitted effect of over 55% in size
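In this qHTS, human K18 P301L tau is incubated with compound and heparin for 6 hr at 37 C, and Thioflavin T fluorescence then reports fibril load.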
Active calls of the source: *; u = inconclusive; x = no result given; [ ] = remark or other dose. Unless noted, the call rests on the fitted dose curve; in most records, active means well fitted curve in the direction sought with a large enough effect; inconclusive means small, poorly fitted or top-dose-only effect, or another doubt; inactive means no such curve, though single readings can be large; an effect the other way counts as inactive or inconclusive. Unless noted, on the % scale 0 is the no-effect control and ±100 the full control effect; potency means the concentration at half of the fitted maximal effect. Outcome played no part in choosing rows. Share with any hit: about 8.5%.

Values run as follows: TexasRed fluor	Tau fluor counter	TRb SRC2 PPI	Tau ThT inhib	Tau fibril FP	L3MBTL1 block	GLA spleen mod	ALDH1A1 inh
CCCCOC(=O)Cn1c(=O)c2c(nc3n2CCCCN3c2ccc(C)cc2)n(C)c1=O
 : 0%	-7%	1%	-15%	7%	-8%	-1%	u
Cc1ccc(-n2nnnc2-c2cnc3cc4c(cc3c2C)OCO4)cc1
 : 0%	-15%	2%	-21%	-4%	x	-1%	u
Cc1nn(-c2cccc(C(F)(F)F)c2)c(Cl)c1/C=N/n1cnnc1
 : -1%	-14%	1%	-19%	-9%	-4%	7%	1%
CC1(C)Cc2ccccc2C(=O)N1
 : -4%	14%	2%	9%	0%	-7%	-16%	-6%
CCc1ccccc1N(C)C(=O)c1cc2c(s1)-c1c(C)cccc1OC2
 : -2%	-7%	3%	u	7%	x	x	x
CCN1CCN(C(=O)CN(c2ccccc2C)S(C)(=O)=O)CC1
 : -4%	-3%	-1%	-10%	2%	x	-6%	6%
FC(F)(F)c1nc2ccccc2c2nc3ccccc3n12
 : -2%	1%	0%	5%	-7%	8%	-4%	u
Cc1ccc(NC(=O)CCCc2nnc3n(C)c(=O)c4sccc4n23)cc1F
 : -2%	-2%	-6%	2%	-5%	x	x	x
Cc1ccc(NCc2nnc(SCC(=O)O)n2-c2ccc(C)cc2)cc1
 : -1%[53 µM]	3%	-11%[53 µM]	2%	2%[2.34 µM]	-24%	-5%	3%
Cc1ccc(C2=NOC3(CC(=O)N(c4ccc(C)cc4)C3=O)C2)cc1 (stereo unspecified)
 : -1%	-16%	0%	-9%	-7%	2%	-8%	x
CC(C)N(CCO)C(=O)CCc1nnc(Cc2cccc(C(F)(F)F)c2)o1
 : 1%[53 µM]	-9%	-1%[53 µM]	-6%	-6%	-1%	0%	10%
Cc1ccc(NC(=O)CSc2nc(N)c3c4c(sc3n2)CSC(C)(C)C4)cc1
 : -1%[53 µM]	-20%	0%[53 µM]	15%	u	-12%	0%	-11%
Cc1ccc(C2C(C#N)=C(N)Oc3c2sc2ccccc32)o1 (stereo unspecified)
 : 3%	u	2%	14µM*	u	-9%	-4%	u
CCCCCCCC1CC(=O)C=C(C)C1C(=O)OCC (stereo unspecified)
 : -4%	-8%	-4%	-14%	12%	31%[activator]	7%	u
COCCSc1nnc(NC(=O)Cc2ccc(OC)cc2)s1
 : -2%	-7%	11%	-2%	6%	-6%	-2%	u
CC(C)CC(=O)NCc1nc2cccnc2n1Cc1ccccc1
 : 0%	-8%	-2%	-5%	2%	x	x	x
CCOC(=O)c1nnn(-c2nonc2N)c1CNc1ccc(C)c(Br)c1
 : -2%	-30%	-12%	-5%	-2%	x	16%	u
COC(=O)c1cc(COc2ccc3ccc(=O)oc3c2)c(C)o1
 : 1%	-13%	1%	-17%	-8%	-11%[11.4 µM]	7%	u
Nc1nc(NC(=O)/C=C/c2ccccc2)nn1-c1ccccc1
 : 0%	0%	-3%	0%	-3%	u	3%	-5%
CC(=O)n1cc([C@H]2C=C(C(=O)Nc3ccccc3)O[C@@H](OCc3ccc(CO)cc3)C2)c2ccccc21
 : -1%	-20%	3%	-1%	6%	-6%	2%	-10%
Cc1ccc2c(c1)oc(=O)n2CC(=O)c1ccccc1
 : -1%	-17%	-6%	-10%	-4%	-5%	-3%	-6%
O=C(Nc1cccc(S(=O)(=O)N2CCCCC2)c1)c1ccc([N+](=O)[O-])o1
 : -3%	u	3%	-13%	9%	-20%	0%	u
O=c1oc2c(CN3CCN(CCO)CC3)c(O)ccc2cc1-c1ccccc1
 : -1%	-3%	-10%	10%	-3%	x	x	x
O=C(Nc1cccc(O)c1)c1cc(-c2ccccc2F)no1
 : 0%	u	-3%	-9%	12%	x	x	x
COC(=O)c1c(N2C(=O)[C@H]3[C@@H](C2=O)[C@]2(C(=O)Nc4ccc(C)cc42)N2CCC[C@@H]32)sc(C)c1C
 : 0%	-2%	-11%	1%	-1%	x	2%	2%
Cc1cccc(Cc2c(C)nc3nc(SCC(=O)O)nn3c2C)c1
 : 6%	-1%	3%	-1%	7%	x	4%	3%
O=C(c1ccc(S(=O)(=O)N2CCCC2)cc1)N(Cc1ccco1)C1CCS(=O)(=O)C1 (stereo unspecified)
 : 1%	2%	9%	-1%	3%	x	-4%	x
Clc1ccc(C=NC23CN4CN(CN(C4)C2)C3)cc1
 : -3%	3%	-7%	1%	1%	5%	1%	6%
Cc1cc(NC(=O)c2ccccc2NS(=O)(=O)c2c(C)c(C)cc(C)c2C)no1
 : 1%	-11%	7%	0%	-8%	0%	3%	u
CC(=O)Nc1ccc(S(C)(=O)=O)c(C)c1
 : 0%	6%	7%	1%	-1%	11%	2%	16%

A different layout for three compounds above.
> Clc1ccc(C=NC23CN4CN(CN(C4)C2)C3)cc1
  TexasRed fluor = -3%	Tau fluor counter = 3%	TRb SRC2 PPI = -7%	Tau ThT inhib = 1%	Tau fibril FP = 1%	L3MBTL1 block = 5%	GLA spleen mod = 1%	ALDH1A1 inh = 6%

> CCOC(=O)c1nnn(-c2nonc2N)c1CNc1ccc(C)c(Br)c1
  TexasRed fluor = -2%	Tau fluor counter = -30%	TRb SRC2 PPI = -12%	Tau ThT inhib = -5%	Tau fibril FP = -2%	L3MBTL1 block = x	GLA spleen mod = 16%	ALDH1A1 inh = u

> Cc1cc(NC(=O)c2ccccc2NS(=O)(=O)c2c(C)c(C)cc(C)c2C)no1
  TexasRed fluor = 1%	Tau fluor counter = -11%	TRb SRC2 PPI = 7%	Tau ThT inhib = 0%	Tau fibril FP = -8%	L3MBTL1 block = 0%	GLA spleen mod = 3%	ALDH1A1 inh = u

Continuation:
Values run as follows: TexasRed fluor	Tau fluor counter	TRb SRC2 PPI	Tau ThT inhib	Tau fibril FP	L3MBTL1 block	GLA spleen mod	ALDH1A1 inh
CCOc1ccc(S(=O)(=O)NCCc2csc3nc(-c4ccc(F)cc4)nn23)cc1
 : -1%	-10%	0%	-3%	-14%	x	x	x
O=C(CCBr)N1CCN(C(=O)CCBr)CC1
 : 0%	4%	-12%	-2%	5%	x	6%	0.89µM*
C=CCOC(=O)c1ccc(-n2cnc(C)n2)nc1
 : -4%	8%	1%	5%	7%	4%	7%	0%
COc1ccc(N2CCN(C3C(=O)c4ccccc4N3C(C)=O)CC2)cc1 (stereo unspecified)
 : -1%	-17%	-5%	-3%	11%	x	x	x
Cc1nnc(SC(C)C(=O)Nc2ccc(S(=O)(=O)N3CCCCCC3)cc2)s1 (stereo unspecified)
 : 0%	-17%	-21%	2%	-1%	-3%	0%	-12%
Cc1ccc(Sc2ncccc2COC(=O)NC(C)C)cc1
 : -2%	-13%	2%	-5%	-8%	15%	5%	-1%
Cc1c(S(=O)(=O)N2CCN(C(=O)c3ccco3)CC2)c(=O)n(C)c(=O)n1C
 : -3%	1%	-4%	-3%	-7%	8%	6%	u
Cc1cc(-c2ccc(C)c(S(=O)(=O)Nc3ccccc3C(F)(F)F)c2)on1
 : -3%	-20%	6%	u	-1%	x	x	x
Cc1ccc(/C=C/c2onc(C)c2S(=O)(=O)N2CCC(C(=O)Nc3ccc(C)c(N(C)C)c3)CC2)cc1
 : -3%	-27%	4%	8%	1%	x	x	x
Cc1cc(OCC(=O)Nc2nc3c(s2)CCCC3)cc(C)c1Cl
 : -4%	-10%	-6%	-15%	0%	x	x	x
CCOC(=O)c1ccc(N2C(=O)CC(N3CCCC(C)C3)C2=O)cc1 (stereo unspecified)
 : 5%	-9%	-14%	-15%	-8%	x	-1%	3.2µM*
CCOc1ccc2nc(NC(=O)C3CCCN(S(=O)(=O)c4c(C)noc4C)C3)sc2c1 (stereo unspecified)
 : -6%	-22%	2%	u	-11%	x	2%	x
O=[N+]([O-])c1cccc(-n2nnnc2CN2CCCCCC2)c1
 : -3%	-7%	4%	2%	3%	-9%	0%	u
Cc1nn(Cc2c(F)c(F)c(F)c(F)c2F)c(C)c1NC(=O)c1ccc(COc2ccc(F)cc2)o1
 : 1%	-7%	5%	-7%	8%	-2%	-2%	6%
CN(Cc1cn(C)nc1-c1ccc(Oc2ccccc2)cc1)Cc1cnc2ccccn12
 : 1%	-15%	-3%	u	2%	-28%	5%	u
COc1ccccc1CC(=O)Nc1cccc(C(=O)Nc2nccs2)c1
 : -3%	-28%	1%	-12%	-1%	7%	-8%	x
CC(C)(C)OC(=O)N[C@@H](Cc1ccccc1)c1nnc(SCC(=O)c2ccc(Cl)cc2)o1
 : -2%	-9%	5%	-5%	-3%	x	1%	11%
CCCCCCCOC(=O)c1nc(Cl)c(Cl)c(N)c1Cl
 : -2%	u	4%	u	u	32%[activator]	6%	10%
O=C(Oc1ccccc1N1C(=O)CCC1=O)c1ccco1
 : 0%	-25%	1%	u	3%	-4%	-14%	-4%
Cc1cc(C)nc(SCc2ccc3nonc3c2)n1
 : 2%	-9%	-12%	-2%	-5%	x	0%	u
C=CCn1c(COc2ccccc2)nnc1SCC(=O)NCC(=O)OCC
 : -7%	-1%	4%	1%	2%	4%	10%	9%
COc1cc(NC(=O)c2cc(Cl)ccc2Cl)ccc1NC(=O)c1cc2ccccc2o1
 : 0%	-20%	-10%	-8%	u	x	x	x
COc1ccc(C(=O)NCc2ccccn2)cc1
 : 0%	-2%	5%	-7%	-7%	-4%	-11%	-6%
Cc1cccc(Cn2c(NCC(C)O)nc3c2c(=O)n(C)c(=O)n3C)c1 (stereo unspecified)
 : 2%	0%	12%	-5%	-1%	4%	7%	-3%
O=C(NCCCN1CCOCC1)C1CCC(=O)N1CCc1ccccc1 (stereo unspecified)
 : -1%	4%	-3%	-2%	1%	3%	-4%	-5%
CC(=O)C1=C(NC(=O)c2ccc(C(F)(F)F)cc2)C[C@@H]2[C@H]1C2(C)C
 : -2%	-9%	5%	-7%	-6%	x	-7%	x
CCCS(=O)(=O)N1CCCC(C(=O)NCC2CCCO2)C1 (stereo unspecified)
 : 3%	-3%	2%	-9%	-4%	-2%	-1%	4%
O=C(Nc1ccc2oc(-c3cccnc3)nc2c1)c1ccc(-c2ccccc2)o1
 : -2%	-26%	-4%	u	-13%	x	x	x
